Assay outcomes: PubChem, National Center for Advancing Translational Sciences (NCATS)
TGFb inhibitor: TGF-b pathway inhibition; HepG2 CAGA-GFP TGF-b/SMAD3 reporter, GFP fluorescence, 18 h; TGF-beta stimulated, 500 pg/mL final; AID 588855; actives 1.2% (n = 410,000); Potency, µM (series often up to 46.1 µM), for the others: at the top dose activity, negative = inhibition, hits mostly inhibitors; note: potency is the fitted concentration of half-maximal effect; % is set by controls: 0 for no effect and ±100 for the full control effect; nearly all actives have a fitted effect of over 65% in size
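Per well, imaged GFP fluorescence of HEPG2 CAGA-GFP cells gives the signal; cells get compound, then TGF-beta (500 pg/mL final), 18 h at 37 degrees C; %Activity versus -TGF-beta and +DMSO controls.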
MCF10A rereplic: inducers of DNA re-replication in MCF 10A breast cells; MCF 10A DNA re-replication, Hoechst nuclear intensity, 48 h; Potency, µM (highest dose often 46.1 µM), without a hit: top-dose activity, positive = re-replication, actives largely listed as activators; actives 2.9% (n = 350,000); note: potency is the fitted concentration of half-maximal effect; % of control where 0% means no effect; nearly all actives have a fitted effect of over 50% in size
A549 tox: A549 cytotoxicity, counter-screen for Nrf2 inhibitors; actives 0.16% (n = 390,000); Potency, µM (doses to about 46 µM), for the others: at the highest dose activity change, negative = cytotoxicity, most hits filed as inhibitors; A549 ARE-Fluc cells, CellTiter-Fluor viability, 18-24 h; note: potency is the fitted concentration of half-maximal effect; % is set by controls: 0 for no effect and ±100 for the full control effect
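Cytotoxicity counterscreen: CellTiter-Fluor fluorescence was measured in A549 ARE_Fluc cells after 18-24 h of compound exposure in a concentration series. The subsequent BugLite luminescent read reports ARE-luciferase activity.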
HepG2 viability: kills HepG2 cells in TGF-b inhibitor counter-screen | HepG2 CAGA-GFP viability, ATP luminescence, 18 h | Potency, µM (titrated, usually from 46.1 µM), for inactives: top-dose activity change, negative = cytotoxicity, usual class: cytotoxic | actives 0.76% (n = 410,000); note: potency is the fitted concentration of half-maximal effect; some results filed as inactive show a strong effect at the top dose
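CellTiter-Glo luminescence gave cytotoxicity after 18 hours at 37 degrees C. The cells were HepG2 CAGA-GFP in 1% FBS DMEM, stimulated with 500 pg/mL TGF-beta after compound addition. %Activity was normalised to no-cell wells (complete cell-killing) and DMSO (no toxicity), and curves were fitted and classified.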
Nrf2 block: inhibitors of Nrf2 signaling; A549 ARE-Fluc reporter, luciferase luminescence, 18-24 h; actives 2.1% (n = 360,000); Potency, µM (titrated, usually from 46 µM), for inactives: at the highest dose activity change, negative = inhibition, actives largely listed as inhibitors; note: potency is the fitted concentration of half-maximal effect; % is set by controls: 0 for no effect and ±100 for the full control effect; nearly all actives have a fitted effect of over 60% in size
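Quantitative HTS in A549 cells stably bearing an antioxidant response element-firefly luciferase construct. Inhibition of Nrf2-driven transcription was scored by luminescence after 18-24 h of compound exposure at 37 °C.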
Nrf2 activator: activators of Nrf2 (ARE) signaling; AREc32 ARE-luciferase reporter (MCF7-derived line), luminescence, 24 h; Potency, µM (top dose mostly 46.1 µM), for the others: at the highest dose activation, hits mostly activators; actives 0.31% (n = 410,000); AID 624171; note: potency is the fitted concentration of half-maximal effect; % of control where 0% means no effect; nearly all actives have a fitted effect of over 65% in size
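Quantitative high-throughput format: AREc32 reporter cells, 1000 per well, received compound by pin transfer and were incubated 24 hr at 37 deg C, 5% CO2, before Steady-Glo luminescence detection.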
IL1B secr inh: inflammasome signaling inhibition, IL-1 beta readout; THP-1 LPS/ATP IL-1B secretion, AlphaLISA, 16 h; stronger effect = lower value; activity change, % at 57.5 µM; actives 4.7% (n = 360,000); in the data active = activity change below about -50%; inconclusive = mostly about -30% to -49%; note: % is set by controls: 0 for no effect and ±100 for the full control effect
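THP-1 cells pretreated 1 hr with compounds (up to 57.5 uM final), then stimulated with LPS (250 ng/mL final) plus ATP (1.25 mM final); secreted IL-1B measured by AlphaLISA after 16 hr, decreased signal indicating inhibition.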
ATXN viability: reduces viability in counter-screen for ATXN expression inhibitors | actives 0.49% (n = 400,000) | Potency, µM (series often up to 56.7 µM), most hits filed as cytotoxic | S2 cells (HEK-293 line with an ATXN2-luciferase reporter) viability, CellTiter-Fluor protease fluorescence, 24 h; note: potency is the fitted concentration of half-maximal effect; nearly all actives have a fitted effect of over 40% in size
ATXN2 expr inh: reduces ATXN2 reporter expression in HEK-293 cells | HEK-293 ATXN2-luciferase reporter, luminescence, 24 h | Potency, µM (series often up to 57 µM), for the others: top-dose activity change, negative = inhibition, most hits filed as inhibitors | actives 0.72% (n = 360,000) | AID 1745845; note: potency is the fitted concentration of half-maximal effect; % is set by controls: 0 for no effect and ±100 for the full control effect; nearly all actives have a fitted effect of over 55% in size
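qHTS (up to 57 uM final) was run with 24 h compound exposure of reporter cells at 37 °C. Each well was multiplexed: SteadyGlo luminescence measured ATXN2-luciferase expression after a fluorogenic Gly-Phe-AFC viability readout (25 uM final).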
Active calls of the source: *; i = inactive; ? = inconclusive; · = not tested or not shown; & = joins results of further samples; [ ] = remark or other dose. Unless noted, calls come from the whole dose curve; as a rule, active = well fitted curve in the direction sought with a large enough effect; inconclusive = small, poorly fitted or top-dose-only effect, or another doubt; inactive = no such curve, though single readings can be large; an effect the other way counts as inactive or inconclusive.

The first 2 compounds (preview)
Molecule	TGFb inhibitor	MCF10A rereplic	A549 tox	HepG2 viability	Nrf2 block	Nrf2 activator	IL1B secr inh	ATXN viability	ATXN2 expr inh
CCOC(=O)N1CCN(Cc2nc(N)nc(Nc3ccccc3C)n2)CC1	15%	-6%	-8%	5%	·	-0.4%	27	i	4%
CC1(C(=O)NS(=O)(=O)C2CC2)CCCN(C(=O)C2(c3ccc(Cl)cc3)CCCC2)C1 (stereo not given)	-2%	·	·	-17%	·	0.1%	33	?	12%

The whole of this part, repeating the preview:
Molecule	TGFb inhibitor	MCF10A rereplic	A549 tox	HepG2 viability	Nrf2 block	Nrf2 activator	IL1B secr inh	ATXN viability	ATXN2 expr inh
CCOC(=O)N1CCN(Cc2nc(N)nc(Nc3ccccc3C)n2)CC1	15%	-6%	-8%	5%	·	-0.4%	27	i	4%
CC1(C(=O)NS(=O)(=O)C2CC2)CCCN(C(=O)C2(c3ccc(Cl)cc3)CCCC2)C1 (stereo not given)	-2%	·	·	-17%	·	0.1%	33	?	12%
C/C=C\C=C\C(=O)N1CC2(CC(c3cccc(NC(=O)COc4ccc(Cl)cc4)c3)=NO2)C[C@H]1C(N)=O (stereo not given in full)	-9%	1%	-4%	-9%	2%	3.3%	13	i	-6%
COc1ccc(C(CNC(=O)c2ccc(S(=O)(=O)N3CCOCC3)cc2)N2CCCCC2)cc1 (stereo not given)	-8%	1%	6%	-22%	12%	0.0%	-12	i	-4%
Cn1nnnc1SCCNCc1ccccc1OCc1ccccc1Cl	0%	-4%	1%	-19%	-15%	2.5%	-50*	i	-23%
COc1cc(OC)c(NC(=O)N2CCC(CN3CCCC3)CC2)cc1Cl	10%	·	-3%	3%	0%	-1.0%	·	·	·
COc1ccc(N2CCN(C(=O)CCc3ccc(S(=O)(=O)NC(C)C)cc3)CC2)cc1	-25%	0%	2%	0%	-22%	0.1%	2	i	1%
Cc1ccc(S(=O)(=O)N2CCCC2)cc1C(=O)N1CCC(C)CC1	-5%	2%	-9%	0%	5%	-0.5%	i	i	-12%
O=C(C1CCC(Cn2c(=O)c3sccc3n(Cc3ccc(F)cc3)c2=O)CC1)N1CCOCC1 (stereo not given)	?	·	18%	-16%	?	4.6%	·	i	-9%
[O-]/[N+](=C\c1ccccc1)c1ccc(Br)cc1	-4%	11%	-2%	-1%	?	9.1%	1	i	33%[activator]
COC(=O)C(Cc1ccccc1)NC(=O)CSc1nc(C)cc(=O)[nH]1 (stereo not given)	-22%	6%	-1%	-16%	-4%	3.8%	-1	i	-4%
COc1ccccc1CNC(=O)CCSCc1cccc(Cl)c1	0%	13%	0%	8%	0%	-0.3%	-72*	i	10%
O=C(CSc1nccc2ccccc12)N1CCN(Cc2ccc3c(c2)OCO3)CC1	-5%	16%	-2%	5%	?	3.8%	-81*	i	0%
COCCCNS(=O)(=O)c1ccc2[nH]c(=O)[nH]c2c1	-1%	-4%	0%	4%	6%	-0.9%	14	i	3%
O=C1CC(c2ccco2)CC2=C1C(c1ccccc1)n1nc(C(F)(F)F)nc1N2 (stereo not given)	-21%&-19%	?	-1%&-3%	-3%&-48%	?	2.6%	-11	i	14%
C=C1C(C(=O)Nc2ccc(F)cc2)C1C(=O)Nc1ccc(F)cc1 (stereo not given)	-2%	0%	9%	-2%	?	-0.6%	-8	i	·
CCOc1cc(/C=C(\C#N)C(=O)Nc2ccc(S(N)(=O)=O)cc2)ccc1OCCN1CCOCC1	23%	1%	-2%	-1%	6%	-0.4%	i	i	-4%
CCOC(=O)Cc1csc(N)n1	24%	14%	-1%	-2%	4%	-0.2%	-11	i	-12%
COc1cccc(NS(=O)(=O)c2ccc3[nH]cc(C(=O)NC4CC4)c(=O)c3c2)c1	?	9%	-2%	-22%	-5%	0.8%	-7	i	-18%
O=C(CC12CC3CC(CC(Br)(C3)C1)C2)OCCN1CCCCC1	3%	-1%	2%	-3%	?	3.8%	-6	i	26%
Cc1cc(C)nc(NN2C(=O)/C(=C/c3ccc(O)cc3)SC2=S)n1	-8%	5%	17%	6%	·	3.7%	18	i	10%
CCOC(=O)C(NC(C)=O)(OCc1ccccc1)C(F)(F)F (stereo not given)	-16%	-1%	1%	-9%	-5%	-0.6%[9.22 µM]	5	i	-6%
CC1CCN(C(=O)CN2C(=O)C(C)(C)Oc3ccc(C(=O)NC(C)C)cc32)CC1	1%	4%	-5%	1%	4%	3.3%	33	i	-6%
CSCCC(NC(=O)COc1ccccc1)C(=O)N(C)CC(=O)Nc1c(C)cccc1C (stereo not given)	-17%	0%	4%	-13%	-4%	0.0%	-4	i	13%
COc1ccc(C(=O)NNC(=S)NC(=O)c2cccs2)cc1	-3%	?	-14%	-3%	?	-2.4%	91	?	?
O=C(O)C1CCCN1S(=O)(=O)c1ccc(F)cc1 (stereo not given)	-4%	3%	6%	-6%	8%	1.8%	-3	i	·
Cc1onc(-c2c(F)cccc2Cl)c1C(=O)N1CCN(S(C)(=O)=O)CC1	14%	-1%	-9%	-4%	4%	-0.7%	-4	i	4%
COc1ccc(NC(=O)CC2(CC(=O)O)CCCC2)cc1	-11%	0%	13%	-2%	-6%	-0.4%	49	i	-14%
Cc1cc(NC(=O)C(=O)c2c(C)[nH]c3ccccc23)no1	-34%	-4%	1%	3%	11%	-0.3%	-17	i	-14%
CCOn1c(-n2nc(C)cc2C)nc2ccccc2c1=O	-1%	6%	-2%	-7%	2%	-0.6%	4	i	2%
O=C(CSc1n[nH]c(-c2ccc(Br)cc2)n1)NC1CCCC1	?	-2%	-2%	-31%	?	3.9%	28	?	?
Cc1cccc(CSCCNC(=O)CN(c2cc(C)cc(C)c2)S(C)(=O)=O)c1	-16%	2%	0%	-27%	3%	-0.1%	-1	i	-25%
Cc1ccc(-c2c(C#N)c(N)n(-c3ccc(C)cc3)c(=O)c2C#N)cc1	35%[activator]	?	1%	29%	·	1.8%	0	i	2%
N=C1/C(=C\c2ccc(-c3cccc(Cl)c3)o2)C(=O)N=C2SC=C(c3ccccc3)N12	4%	5%	-11%	2%	?	3.7%	-4	i	-16%
CC(C)=N/N=C1\NC(=O)C(C)S1 (stereo not given)	18%	7%	0%	3%	14%	-0.4%	13	i	·
Cc1ccc(-c2cc(C(=O)NCc3ccco3)c3ccccc3n2)o1	-22%	-2%	-1%	2%	4%	25%	9	i	31%
O=c1[nH]c2c(s1)C(c1ccc(O)cc1)C1C3CCC(C3)C1S2 (stereo not given)	?	0%	2%	-26%	17%	3.3%	78	i	-3%
CN(CC(=O)Nc1cccc(F)c1)C(=O)c1ccc(C2SCCS2)cc1	?	20%	-9%	-12%	?	5.9%	?	i	-37%
CC(C)CN1CCC(C(=O)N2CCN(c3ccccc3F)CC2)CC1	?	3%	13%	-6%	8%	-0.2%	0	i	0%
COc1cc(C(C)=O)ccc1OCC(=O)OCCCOC(=O)COc1ccc(C(C)=O)cc1OC	21%	2%	-10%	-10%	4%	1.8%	5	i	1%
CCOC(=O)Cn1c(=O)n(C2CCCCC2)c2nc(-c3ccc(OCC)cc3)nc(C(N)=O)c21	-19%	·	7%	-16%	·	0.3%	·	i	8%
Cc1cc(C(=O)N2CCN(c3ncccn3)CC2)sc1-c1ccccc1	-22%	7%	4%	-3%	?	0.3%	0	?	?
Cc1ccccc1NC(=O)Nc1ccc2c(c1)CCC2	0%	-8%	7%	-1%	22%	0.2%	-6	i	41%[activator]
CCOC(=O)NC(=O)/C(N=Nc1cccc(C(F)(F)F)c1)=C(\C)O	-1%	-30%	0%	4%	-8%	1.9%	20	i	-14%
COc1cc2c(cc1OC)CN(C1CCC(C(C)(C)C)CC1)CC2 (stereo not given)	0%	?	11%	-7%	21%	1.6%	·	·	-11%
COc1ccc(-c2noc(C3CCCN(C(=O)Nc4ccccc4)C3)n2)cc1 (stereo not given)	-23%	?	-6%	-16%	?	5.3%	-2	?	-12%
CN(CC(=O)Nc1cccc(C(F)(F)F)c1)S(=O)(=O)c1cccs1	-21%	·	-1%	-30%	?	5.2%	·	i	-4%
O=C(CSc1ccc(-c2cccc([N+](=O)[O-])c2)nn1)NCc1ccccc1	-12%	-11%	1%	18%	-10%	-0.6%	22	i	-21%
CCOC(=O)c1ccc(NC(=O)Cn2nnc(-c3ccccc3F)n2)cc1	2%	2%	1%	-3%	-3%	0.3%	9	i	-6%
O=C(Cn1c(NCCO)nc2ccccc21)c1ccc(F)cc1	5%	5%	-8%	0%	-7%	-0.6%	-4	i	·
Cn1c(=O)c2[nH]c(N3CCN(c4cccc(O)c4)CC3)nc2n(C)c1=O	-2%	-12%	-1%	1%	-7%	-0.3%	7	i	-13%
O=C(COC(=O)c1ccccc1OC(F)F)Nc1ccc2[nH]c(=O)[nH]c2c1	12%	1%	0%	-10%	0%	15%	18	i	-7%
CCOC(=O)c1ccc(Oc2cn[nH]c2-c2ccc(OCC(=O)NN)cc2O)cc1	?	7%	12%	-32%	6%	3.4%	0	i	·
CCS(=O)(=O)c1nc(S(=O)(=O)c2ccc(Cl)cc2)c(N2CCN(CCO)CC2)s1	?	0%	3%	-1%	10%	20%	-17	·	·
C[C@@H]1CN(C(=O)c2cc(COc3cccc(C(F)(F)F)c3)on2)C[C@H](C)O1	1%	?	3%	-10%	7%	4.5%	-7	i	32%[activator]
Cc1c(C)n(C)c2ccc(C(=O)NCCCN3CCN(C)CC3)cc12	3%	-2%	2%	-3%	11%	-0.1%	-3	i	-7%
